Source: PubChem BioAssay
All columns: NCI-60 one-dose screen, growth in % after 48 h at 10 µM unless noted; 100 = growth as untreated, 0 = no growth, -100 = all killed.
HCT-116 – HCT-116 colon cancer | hit rate 7.3% among 82,000 | AID 1794798
COLO 205 – COLO 205 colon cancer; hit rate 7.3% among 79,000
HT29 – HT29 colon cancer; hit rate 7.4% among 81,000; AID 1794748
A498 – A498 renal cancer cells; hit rate 5.4% among 76,000
SNB-75 – SNB-75 CNS cancer. hit rate 5% among 79,000
HCC-2998 – HCC-2998 colon cancer; hit rate 4.7% among 79,000; AID 1794799
KM12 – KM12 colon cancer cells | hit rate 5% among 82,000 | AID 1794800
HCT-15 – HCT-15 colon cancer. AID 1794746. hit rate 5.2% among 82,000
SW-620 – SW-620 colon cancer; hit rate 5.2% among 82,000
Numbers without * were called inactive; . = not tested or not shown. Rule for the calls: active = growth percent below 10; inactive = the rest.

Compound,HT29,HCT-15,HCT-116,COLO 205,SNB-75,A498,SW-620,KM12,HCC-2998
O=C(Cn1cc(C2CC2)nn1)Nc1nc2ccccc2s1,105,109,103,110,99,120,113,108,110
CCOc1ccc(OCC)c(N)c1,102,104,99,.,108,129,107,112,97
COc1ccc(N2C(=O)C3c4[nH]c5ccc(OCc6ccccc6)cc5c4C4CCC(C(C)C)CC4C3C2=O)cc1 (configuration not stated),89,16,109,102,31,105,88,105,116
CCNC(=S)Nc1cccc(C)c1,88,100,97,101,104,90,101,105,98
C=COC(=O)C(C)(C)C,104,102,109,104,90,95,98,107,94
COc1ccc(/C=C/C(=O)c2ccc(NC(=O)N3CCN(c4cc5c(cc4F)c(=O)c(C(=O)O)cn5C4CC4)CC3)cc2)cc1,105,99,95,118,91,.,102,105,110
CSc1ncnc2c1ncn2C1CCCCO1 (configuration not stated),102,113,107,123,.,95,106,112,106
COc1ccc(C2C=C(c3ccc(Cl)c(Cl)c3)N=C3SC(C)=CN32)cc1 (configuration not stated),71,86,14,104,90,91,91,82,108
Brc1ccc(-c2[nH]ncc2-c2c[nH]c3ccccc23)cc1,109,95,98,109,.,65,96,94,112
Cn1cnc2c(N3CCN(C(=O)c4c[nH]c5ccccc45)CC3)nc(Cl)nc21,99,99,101,106,.,95,97,91,99
O=C(O)COc1cccc(C(=O)/C=C/c2ccccc2)c1,127,107,111,129,107,.,108,105,115
O=C(O)c1ccccc1-c1ccccc1C(=O)Nc1ccc2c(c1)oc(=O)c1ccccc12,107,103,110,105,88,93,100,101,107
Nc1ccc(S(=O)(=O)c2ccc(N)nc2)cc1,99,103,108,101,89,.,107,112,111
CC(=O)OCC(COC(C)=O)(COC(C)=O)COC(C)=O,102,102,111,109,105,73,108,102,101
COc1ccc(/C=C\C(=O)/C=C/c2ccc(OC)cc2)cc1,49,-14*,-97*,107,103,174,.,4.6*,-16*
CC(C)(C)c1cc(/C=N/NC(=O)c2ccccc2NC(=O)c2ccco2)c(O)c(C(C)(C)C)c1,45,27,35,27,32,.,44,45,57
COC(=O)c1ccccc1OC(C)=O,103,101,94,103,81,105,99,100,107
CCN1C(=S)N(CC)C2C1NN=C1SC(c3ccccc3)=CC(=O)N12 (configuration not stated),106,78,104,115,129,118,111,94,111
CC(C)=CCC[C@](C)(O)[C@H]1CC[C@]2(C)[C@@H]1CC[C@@H]1[C@@]3(C)Cc4nc5ccccc5nc4C(C)(C)[C@@H]3CC[C@]12C,79,98,97,100,84,74,90,98,106
CCOc1c(C#N)c(Nc2ccc(S(N)(=O)=O)cc2)c(C#N)c2nnc(C)n12,107,105,116,105,91,.,108,103,106
Nc1ccc(C(=O)/C=C/c2cc3ccccc3nc2Cl)cc1,95,63,51,118,.,100,68,76,109
CN(NC(=O)C(=O)NCc1ccco1)C(=O)NC1CCCCC1,112,104,99,107,79,108,106,114,107
CN(CCO)c1ncnc2c1cnn2C,95,97,88,97,102,112,103,106,98
Cn1cnc2c(N3CCN(C(=O)OCc4ccc5c(Br)cc(Br)c(O)c5n4)CC3)nc(Cl)nc21,95,21,37,95,.,40,29,37,67

Structural class: those above containing bromine.
Compound,HT29,HCT-15,HCT-116,COLO 205,SNB-75,A498,SW-620,KM12,HCC-2998
Brc1ccc(-c2[nH]ncc2-c2c[nH]c3ccccc23)cc1,109,95,98,109,.,65,96,94,112
Cn1cnc2c(N3CCN(C(=O)OCc4ccc5c(Br)cc(Br)c(O)c5n4)CC3)nc(Cl)nc21,95,21,37,95,.,40,29,37,67

The list goes on.
Compound,HT29,HCT-15,HCT-116,COLO 205,SNB-75,A498,SW-620,KM12,HCC-2998
O=c1c2c3c(sc2nc(SCc2ccccc2)n1-c1ccc([N+](=O)[O-])cc1)CCCCC3,98,98,101,105,94,93,94,101,106
CS(=O)(=O)OCCCCCCCCCCCN1CCOCC1,.,100,86,110,84,112,110,104,94
O=C(Nc1cccc(-n2cnc3cc(-c4ccc(O)cc4)ccc32)c1)C1CC1,8.0*,12,9.1*,34,-5.5*,78,38,0.1*,28
O=C1CCC(C(=O)NCCNCCNC(=O)C2CCC(=O)N2)N1 (configuration not stated),90,100,88,110,101,90,95,102,105
COc1ccc(-c2ccccc2-c2nc(-c3ccccc3)c(-c3ccccc3)n2Cc2ccccc2)cc1OC,37,67,32,54,88,67,64,51,75
CNC(=O)Cc1nc(-c2cccc(NS(=O)(=O)c3c(F)cccc3F)c2F)c(-c2ccnc(Nc3ccccc3)n2)s1,6.8*,72,9.4*,7.1*,58,.,67,70,85
COc1ccc(Cn2cc(Cn3c(=O)c(-c4nc5ccccc5[nH]4)cc4ccccc43)nn2)c(OC)c1OC,4.9*,11,5.1*,14,-74*,-27*,17,4.4*,-12*
COC(=O)c1ccc2nc(-c3c(-c4ccc(F)cc4)nc4sccn34)[nH]c2c1,95,94,103,96,86,92,104,95,103
COc1cc(OC)c([N+](=O)[O-])cc1C=O,103,102,97,112,103,92,106,108,100
Nc1cccc(CO)c1,102,109,102,102,91,107,95,96,97
CC(=O)CC(c1ccccc1)c1c(-c2ccccc2)n(C)c2ccccc12 (configuration not stated),93,90,95,118,76,.,97,99,107
COc1cccc(Cn2c(C)c3c(=O)n(-c4ccc(Cl)cc4)[nH]c3cc2=O)c1,90,95,99,108,92,87,103,101,94
Cc1nc2ncccc2c(=O)n1-c1ccc(S(N)(=O)=O)cc1,93,109,91,103,91,100,102,101,100
CCCN(Cc1ccc(CN(CCC)C(=O)C(Cl)Cl)cc1)C(=O)C(Cl)Cl,88,74,57,124,80,100,87,81,86
COc1cc(-c2csc(Nc3cc(NCCCN4CCN(C)CC4)nc(C)n3)n2)cc(OC)c1OC,38,86,86,60,53,84,102,84,92
O=C(Nc1ccccc1)Nc1nc2ccccc2s1,89,67,86,51,109,129,111,90,85
C#CCOc1ccc(C2=NN(CC3CC3)C3N=C(Cl)c4ncn(CC5CC5)c4N23)cc1OCC#C (configuration not stated),84,70,81,79,85,51,92,47,119
CN(C)C(=O)c1cc2cnc(Nc3ccc(-c4csc5c(=S)cc(N6CCOCC6)oc45)cc3)nc2n1C1CCCC1,5.0*,7.3*,2.9*,-34*,-37*,-38*,4.9*,6.5*,8.5*
Clc1ccc2c(c1)sc1nc(-c3c[nH]c4ccccc34)c(Nc3ccccc3)n12,103,103,101,110,94,97,96,100,107
CCOc1ccc(C(=O)NCC(C)C)cc1,106,103,101,101,82,92,92,101,114
Cc1ccc(-c2cc(-c3cc(-c4ccc(C)cc4)nc(N)n3)nc(N)n2)cc1,102,105,102,120,93,116,106,110,116
CC(C)(C)NC(=O)NCC1CCCC1NC(=O)NC(C)(C)C (configuration not stated),101,101,98,.,89,102,112,109,97
COc1ccc(-c2nc3sc4cc(OC)ccc4n3c2-c2nc3ccc(C(F)(F)F)cc3[nH]2)cc1,82,80,80,101,16,81,101,97,94
CC(Oc1ccccc1-c1ccccc1)C(=O)O (configuration not stated),108,.,98,111,91,127,107,111,.
O=C(O)C(CO)c1ccccc1 (configuration not stated),104,105,112,110,86,112,110,110,119
ClCCOCOc1ccc2ccccc2c1,97,98,109,118,95,97,98,101,106
COc1ccc(OC)c2c(=O)cc(C(=O)O)[nH]c12,98,105,97,105,91,96,96,97,103
COC(=O)c1c(C)[nH]c(/C=C2\N=C(c3ccc[nH]3)C=C2OC)c1C,-14*,0.8*,-75*,-54*,-23*,0.2*,1.6*,-2.3*,-41*
Cc1ccc(S(=O)(=O)NCCCNc2cc(-c3cn(C(C)(C)C)nc3-c3ccccc3)ccn2)cc1,24,57,55,77,70,33,83,77,80
c1ccc2c3c(cc(CNCCNCc4cc5c(c6ccccc46)CCCC5)c2c1)CCCC3,66,89,54,39,83,80,93,89,79
CCC(c1cccc(O)c1)C(CC)c1cccc(O)c1 (configuration not stated),42,49,34,62,43,71,42,37,67
CCOC(=O)[C@H](CCc1ccccc1)N[C@@H](C)C(=O)N1CCC[C@H]1C(=O)O,115,103,109,108,99,92,98,105,104
Nc1nc(-c2ccccc2)c(N=Nc2ccccc2Cl)s1,90,65,78,104,65,107,93,78,102
Fc1ccc(Nc2nc(Nc3cnc4ccccc4c3)c3[nH]cnc3n2)cc1Cl,72,94,80,94,86,91,96,87,95
CC1=NN(c2cccc(Cl)c2)C(=O)/C1=C\c1cn(CC(O)Cn2cc(/C=C3\C(=O)N(c4cccc(Cl)c4)N=C3C)c3ccccc32)c2ccccc12,112,106,99,.,93,119,108,100,102
COC1=CC(C)C2CC3OC(=O)CC4C(C)=C(OC)C(=O)C(C2(C)C1=O)C34C (configuration not stated),115,111,109,100,85,.,109,111,114
Cc1ccc(S(=O)(=O)Nc2ccc3ncccc3c2[N+](=O)[O-])cc1,118,96,103,113,109,104,109,107,111
CO/N=C(\C)c1ccc(NC(=O)CN2CCN(c3cc4c(cc3F)c(=O)c(C(=O)O)cn4C3CC3)CC2)cc1,94,100,83,104,90,85,104,100,97
Cc1nc(C(=O)O)c(C(=O)O)[nH]1,107,118,100,101,88,.,115,110,114
O=C1CCC(Nc2ccnc(Cl)c2)N1 (configuration not stated),88,95,97,92,83,97,97,105,96

Some of the entries above in a different format.
The line under a structure holds: HT29	HCT-15	HCT-116	COLO 205	SNB-75	A498	SW-620	KM12	HCC-2998
O=C1CCC(Nc2ccnc(Cl)c2)N1 (configuration not stated)
→ 88	95	97	92	83	97	97	105	96
Cc1ccc(S(=O)(=O)Nc2ccc3ncccc3c2[N+](=O)[O-])cc1
→ 118	96	103	113	109	104	109	107	111
Fc1ccc(Nc2nc(Nc3cnc4ccccc4c3)c3[nH]cnc3n2)cc1Cl
→ 72	94	80	94	86	91	96	87	95

(listing goes on)
Compound,HT29,HCT-15,HCT-116,COLO 205,SNB-75,A498,SW-620,KM12,HCC-2998
O=C(O)/C=C/C(=O)Nc1cc(Cl)c(Cl)cc1Cl,95,111,89,.,75,96,103,102,95
O=[N+]([O-])c1c(C=Nc2ccccc2)oc(-c2c(O)ccc3ccccc23)c1-c1c(O)ccc2ccccc12,104,94,89,95,75,103,77,95,105
C#CCOc1cc(/C=N/Nc2nc(-c3ccc(C)cc3)cs2)ccc1O,94,90,74,96,94,87,91,87,97
COc1cc(/C=C\c2cc(/C=C\c3ccc(O)c(OC)c3)n(C(=O)CNc3ccc(Cl)cc3)n2)ccc1O,16,11,7.7*,90,26,44,25,20,49
COc1ccc2oc(=O)cc(-c3sc(N4CCCC4)nc3-c3ccccc3)c2c1,96,90,82,99,96,107,100,83,99
CN(C)C(=O)c1ccc(N)cc1,93,109,103,106,103,115,100,105,103
Nc1nc(NCc2ccccc2)nn1S(=O)(=O)c1ccc(F)cc1Cl,108,107,96,114,103,93,99,109,115
CC(=O)c1ccc(NC(=O)CSc2nnc(-c3ccc(NC(=O)c4cccnc4)cc3)n2N)cc1,105,102,100,110,98,98,100,103,108
OC(CNCc1ccccc1)Cn1c2ccccc2c2ccccc21 (configuration not stated),106,99,104,106,102,113,108,93,103
NCCN1C(=O)CNC1=S,112,105,114,117,.,91,108,108,108
